D1 agonist: Allosteric Agonists of the Human D1 Dopamine Receptor: qHTS. HEK293 T-REx D1 cells, calcium flux, agonist mode. D(1A) dopamine receptor (Homo sapiens), P21728. 1% of 360,000 active. activation, % at 2 µM. AID 504660, 2011; in the data active = activation above about 30%; note: 0% is about no effect
Target sequence (P21728 whole entry, looked up): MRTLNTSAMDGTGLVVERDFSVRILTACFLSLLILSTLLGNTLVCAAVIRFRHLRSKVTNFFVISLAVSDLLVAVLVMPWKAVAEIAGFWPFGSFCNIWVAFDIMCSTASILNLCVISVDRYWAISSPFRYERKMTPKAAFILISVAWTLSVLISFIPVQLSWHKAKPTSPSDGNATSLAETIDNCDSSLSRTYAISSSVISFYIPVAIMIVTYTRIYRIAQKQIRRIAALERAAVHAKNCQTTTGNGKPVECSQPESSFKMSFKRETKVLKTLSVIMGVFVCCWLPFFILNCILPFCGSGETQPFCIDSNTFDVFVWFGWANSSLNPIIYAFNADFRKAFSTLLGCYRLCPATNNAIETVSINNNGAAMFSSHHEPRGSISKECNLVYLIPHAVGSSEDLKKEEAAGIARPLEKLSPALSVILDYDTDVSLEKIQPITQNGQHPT
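Tetracycline-induced HEK293 TREx D1 cells, force-coupled to calcium signalling, were dye-loaded with a no-wash calcium kit. Compound was pin-added after a 10 s baseline. Fluorescence was read kinetically at 1 cycle/s for 180 s, with calcium rises flagged as agonism.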
TRHR ag: qHTS for Small Molecule Agonists and Allosteric Enhancers of Human TRH Receptor: Primary Screen for Agonists; AID 493084, 2011; 0.18% of 360,000 active; activation, % at 2 µM; TRHR cells, calcium flux fluo-8, FDSS agonist mode; in the data active = activation above about 30%; note: 0% is about no effect
Target sequence (P34981 whole entry, looked up): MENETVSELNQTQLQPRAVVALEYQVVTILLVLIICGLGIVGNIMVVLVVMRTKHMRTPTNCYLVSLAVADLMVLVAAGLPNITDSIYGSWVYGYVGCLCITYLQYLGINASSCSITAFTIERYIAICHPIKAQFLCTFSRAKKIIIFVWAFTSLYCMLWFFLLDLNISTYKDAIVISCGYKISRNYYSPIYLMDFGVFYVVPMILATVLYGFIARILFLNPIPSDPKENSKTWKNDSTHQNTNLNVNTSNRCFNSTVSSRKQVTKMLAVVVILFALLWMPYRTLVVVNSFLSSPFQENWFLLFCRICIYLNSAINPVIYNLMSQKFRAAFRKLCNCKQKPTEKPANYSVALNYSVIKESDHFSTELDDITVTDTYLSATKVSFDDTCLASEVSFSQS
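Read-out: compound-evoked intracellular calcium rise in TRHR cells, fluo-8 dye, kinetic FDSS fluorescence at 1 s/cycle following a 10-cycle baseline. Cells cultured overnight before dye loading (30 min–1.5 h, RT).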
RXFP1 agonist: qHTS Assay for Agonists of the Relaxin Receptor RXFP1; Relaxin receptor 1 (Homo sapiens), Q9HBX9; HEK293T-RXFP1 cAMP TR-FRET, 30 min; response scale: percent of porcine relaxin response, buffer zero; Potency, µM (titrated, usually from 57.5 µM), inactives show top-dose activation, most hits filed as activators; 0.3% of 370,000 active; note: potency is the fitted concentration of half-maximal effect; % is set by controls: 0 for no effect and ±100 for the full control effect; nearly all actives have a fitted effect of over 60% in size; many of its hits are not listed in these tables
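Agonist response is measured as cAMP accumulation in an RXFP1-transfected HEK293T line under PDE4 inhibition. Values are scaled between buffer-only and 29 nM porcine relaxin, and EC50s come from standard Hill equation fits.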
D1 PAM: Potentiators of Human D1 Dopamine Receptor: qHTS | HEK293 TREx D1 cells, calcium flux, dopamine EC20 potentiation | potentiation, % at 10 µM | 0.036% of 360,000 active; in the data active = potentiation above about 30%; note: 0% is about no effect
RXFP1 antagonist: qHTS Assay for Antagonists of the Relaxin Receptor RXFP1; HEK293-RXFP1, relaxin-stimulated cAMP HTRF, 30 min; stronger effect = lower value; activity change, negative = inhibition, % at 57.5 µM; 0.59% of 350,000 active; AID 1259400, 2018;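 active = activity change of -60% or lower, but not beyond a set lower limit; inconclusive = change between -60% and -40%, or beyond the set limit; inactive = change above -40%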; note: % is set by controls: 0 for no effect and ±100 for the full control effect
D2 PAM: HTS Assay for Positive Allosteric Modulators of the Human D2 Dopamine Receptor: Primary Screen for Potentiators; D(2) dopamine receptor (Homo sapiens), P14416; HEK293 T-REx D2, calcium flux, EC20 dopamine potentiation; potentiation, % at 10 µM; 0.34% of 340,000 active; AID 485347, 2010;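 active = potentiation over 3 SD above the plate norm, cut at about 30% in these data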; note: 0% is about no effect
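Tetracycline-induced HEK293 T-REx cells force-coupled to calcium signalling expressed D2; compounds were pin-added after a 10 s baseline, read kinetically 180 s, then an EC20 dopamine challenge followed with a further 180 s calcium read.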
D1 antag: Antagonist of Human D 1 Dopamine Receptor: qHTS; HEK293 TREx D1 cells, calcium flux, dopamine EC80; stronger effect = lower value; activity change, negative = inhibition, % at 10 µM; D(1A) dopamine receptor (Homo sapiens), P21728; 3.2% of 360,000 active; AID 504652, 2011; in the data active = activity change below about -30%; note: % is set by controls: 0 for no effect and ±100 for the full control effect
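After overnight tetracycline induction at 30 C, force-coupled D1 HEK293 cells took up a no-wash calcium dye at room temperature. Compounds were added and monitored 180 s, and the response to EC80 dopamine was then recorded.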
TRHR PAM: qHTS for Small Molecule Agonists and Allosteric Enhancers of Human TRH Receptor: Primary Screen for Enhancers; Thyrotropin-releasing hormone receptor (Homo sapiens), P34981; TRHR cells, fluo-8 calcium fluorescence, EC20 TRH enhancement; enhancement, % at 2 µM; 0.66% of 360,000 active; in the data active = enhancement above about 30%; note: 0% is about no effect
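Enhancer read-out: after compound pinning and an initial kinetic agonist-mode read, an EC20 of TRH (10 nM final) was injected and fluo-8 calcium signal (Ex 480/Em 530) followed at 1 s/cycle for 100 cycles in TRHR-expressing cells.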
Anesthetic bind: qHTS Assay for Identification of Novel General Anesthetics. Ferritin light chain (Equus caballus), P02791. apoferritin/1-aminoanthracene competitive binding, fluorescence. AID 485281, 2010. 0.074% of 350,000 active. Potency, µM (highest dose often 77.5 µM), for inactives: top-dose activity change, negative = displacement, most hits filed as inhibitors; note: potency is the fitted concentration of half-maximal effect; % is set by controls: 0 for no effect and ±100 for the full control effect; nearly all actives have a fitted effect of over 20% in size
Target sequence (P02791 2-175 limits assumed): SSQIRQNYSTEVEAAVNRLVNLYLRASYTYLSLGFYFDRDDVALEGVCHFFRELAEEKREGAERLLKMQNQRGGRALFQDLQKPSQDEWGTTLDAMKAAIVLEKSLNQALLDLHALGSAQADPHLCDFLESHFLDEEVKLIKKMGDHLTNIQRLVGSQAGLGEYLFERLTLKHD
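Apoferritin-based anesthetic binding model; compound displacement of fluorescent 1-AMA measured as endpoint fluorescence after 10 minutes at room temperature, scaled to free-ligand and complex controls.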
The depositor's hits bear a star; ? = inconclusive; / = no result given; & = joins results of further samples; [ ] = dose if it differs, or a comment. Unless noted, calls come from the whole dose curve; as a rule, active = well fitted curve in the direction sought with a large enough effect; inconclusive = small, poorly fitted or top-dose-only effect, or another doubt; inactive = no such curve, though single readings can be large; an effect the other way counts as inactive or inconclusive. Not all compounds are listed; count on the stated rates, not on these rows.

SMILES | D1 agonist | TRHR ag | RXFP1 agonist | D1 PAM | RXFP1 antagonist | D2 PAM | D1 antag | TRHR PAM | Anesthetic bind
Cc1ccc(-c2cn3nc(N4CCCC(C(=O)NCc5ccc(F)cc5)C4)sc3n2)cc1 (configuration not stated) | 0 | 0.4 | 0.7% | -4 | -21 | -7 | -2 | 3 | -3%
CCCc1nc(NC(=O)c2ccccc2)nc(NC(=O)c2ccccc2)n1 | 0 | -0.3 | 1.3% | -1 | 4 | 9 | -9 | -2 | 4%
Cc1noc(C)c1COc1ccc(C(=O)OCC(=O)Nc2ccc(S(N)(=O)=O)cc2)cc1 | 5 | 0.0 | 1.4% | 5 | 6 | 1 | 0 | -3 | /
Cc1nn(CC(=O)NCCN2CCCCC2C)c(=O)c2cc(-c3ccccc3)nn12 (configuration not stated) | 2 | -0.1 | 1.9% | 7 | 7 | -1 | 5 | 4 | -4%
N=C1C(c2nc3ccccc3s2)=C(O)CN1C1CCCCC1 | 1 | 0.2 | ? | 0 | 16 | -17 | 2 | 8 | -5%
Cc1sc(NC(=O)C2C3CCC(C3)C2C(=O)O)c(C(N)=O)c1-c1ccc(C(C)(C)C)cc1 (configuration not stated) | 4 | 0.2 | 0.6% | -3 | -9 | 21 | 0 | 3 | -6%
CN(CC(=O)NC(=O)NC1CCCCC1)c1ccccc1 | 4 | 0.6 | 0.1% | -3 | -2 | -15 | 11 | 22 | /
COc1cccc(NC(=O)c2cccc(OC)c2OC)c1 | 0 | -0.3 | -1.7% | -4 | -1 | 16 | -10 | 3 | 6%
CC(=O)c1ccc(OCC(=O)OCc2cc(-c3ccco3)on2)cc1 | 3 | -0.4 | 1.5% | -5 | -8 | 4 | 4 | -1 | /
O=C(Nc1ccc2[nH]ccc2c1)c1ccccc1 | 0 | 0.5 | 1.7% | -4 | -8 | 4 | 14 | -1 | -8%
O=C(COc1ccc(Br)cc1)Nc1ccc(N2CCOCC2)cc1N1CCOCC1 | 1 | 0.4 | 2.6% | 3 | 3 | 25 | 2 | 1 | /
COc1cc(NC(=O)CCc2c(C)nc3nc(C)nn3c2C)cc(OC)c1 | 6 | 0.0 | 6.2% | 4 | -4 | 6 | -6 | -10 | -12%

Brought forward from above: two compounds, followed by the next part.
SMILES | D1 agonist | TRHR ag | RXFP1 agonist | D1 PAM | RXFP1 antagonist | D2 PAM | D1 antag | TRHR PAM | Anesthetic bind
O=C(COc1ccc(Br)cc1)Nc1ccc(N2CCOCC2)cc1N1CCOCC1 | 1 | 0.4 | 2.6% | 3 | 3 | 25 | 2 | 1 | /
COc1cc(NC(=O)CCc2c(C)nc3nc(C)nn3c2C)cc(OC)c1 | 6 | 0.0 | 6.2% | 4 | -4 | 6 | -6 | -10 | -12%
Cc1ccccc1C(=O)N1CCC(C(=O)OCc2nc(N)nc(Nc3ccccc3)n2)CC1 | 0 | 1.3 | -0.7% | 0 | -6 | 19 | -1 | 7 | /
COn1c(-c2ccc(C)cc2)nc2ncccc21 | 1 | -2.0 | 3.7% | 1 | -1 | -5 | 1 | 5 | 4%
Cc1ccccc1C(=O)Nc1c2c(nc3ccccc13)CCCC2 | 0 | 1.6 | 1.0% | -4 | 3 | 2 | 7 | -1 | 4%
Fc1ccc(NC(=S)Nc2ccc3nccnc3c2)cc1 | 8 | 1.2 | 9.1% | -1 | -11 | -1 | 4 | 5 | 127%[activator]
CN1CCN(C(CNC(=O)c2ccc(Br)o2)c2ccc(F)cc2)CC1 (configuration not stated) | 0 | 0.7 | -0.4% | 2 | -11 | -29 | 19 | 2 | /
COc1ccc(/C=[N+](\[O-])C2N(c3ccccc3)C(=S)SC2(C)C)cc1OC (configuration not stated) | 2 | -0.3 | 5.4% | 4 | -12 | / | -1 | -7 | -5%
COC(=O)C1=C(C)NC(C)=C(C(=O)OC)C1C(=O)OC(C)C(=O)c1ccccc1 (configuration not stated) | 1&-2 | 3.3&1.3 | -0.2%&3.4% | -12&-2 | 1&15 | -1&4 | 0&-10 | -6&1 | -3%
CCn1c(COc2ccccc2)nnc1SCC(=O)c1cccc([N+](=O)[O-])c1 | -1 | -1.2 | 3.3% | -12 | -6 | 35* | -20 | 4 | ?
O=C(CCc1ccccc1)N1CCN(c2ccc([N+](=O)[O-])cc2)CC1 | 10 | -0.7 | -2.0% | -10 | -2 | 11 | -8 | -2 | ?
COc1ccc(OCC(=O)N2N=C(C)CC2(O)C(F)(F)F)cc1 (configuration not stated) | -4 | 0.4 | 0.6% | -1 | -8 | -6 | -1 | 0 | -6%
Cc1ccc(C(=O)NCC(c2ccco2)S(=O)(=O)c2cccs2)cc1C (configuration not stated) | 3 | -0.2 | -0.1% | -2 | -13 | 0 | / | 2 | 3%
C/C(=N/Nc1ncc(Br)cn1)c1ccc(Br)cc1 | 12 | -0.5 | 0.1% | -4 | -13 | 4 | -6 | -12 | -6%
Cc1ccc(C(=O)CCC(=O)Nc2ccccc2F)cc1 | 4 | -0.5 | 0.3% | 1 | 2 | 4 | 7 | 8 | -15%
Cc1[nH]c2ccccc2c1-c1csc(NC(=O)CSCCO)n1 | 6 | 0.9 | -0.3% | -4 | -1 | -1 | -20 | 11 | -10%
Cc1cc(-c2ccccc2)n2nc(N)nc2n1 | 0 | -0.7 | 0.0% | 2 | 1 | / | -2 | -1 | 3%
O=C(O)CCn1c(=O)[nH]c2ccccc2c1=O | 3 | 0.5 | 2.4% | -4 | / | 6 | -1 | -11 | 16%
COc1ccc(OC)c(S(=O)(=O)N2CCCC(N3CCN(c4ccccc4)CC3)C2)c1 (configuration not stated) | -2 | 0.1 | 0.2% | -2 | -6 | -14 | -4 | 0 | -5%
CCOC(=O)c1ccc(NC(=O)c2cnn3c(=O)c4c(n(CC)c23)CCN(Cc2ccc(OC)cc2)C4)cc1 | 3 | -0.1 | 4.1% | 2 | -12 | / | -25 | 1 | -4%
CCC(ONc1ccccc1C(F)(F)F)(C(=O)NN(C)C)c1ccccc1 (configuration not stated) | 1 | 0.0 | 0.4% | 3 | / | 3 | 23 | -6 | /
CCCCc1nc2cc(C(=O)N3CCCC(OCCC)C3)ccc2o1 (configuration not stated) | 1 | -1.0 | 0.4% | -8 | 0 | -15 | 1 | 7 | -21%
O=c1[nH]c2ccccc2n2c(-c3ccncc3)nnc12 | 1 | 0.0 | 0.1% | -8 | 0 | -6 | 10 | 3 | -6%
O=[N+]([O-])C(=c1ccc2c(c1)N1C3=C(CCCC3)CC3CCCCC31N=2)[N+](=O)[O-] (configuration not stated) | 0 | -1.1 | -2.2% | 2 | / | 8 | 12 | 3 | -14%
Cc1c(-c2cc(C(=O)O)on2)cnn1C | 2 | 0.6 | 3.4% | 8 | 16 | 11 | -4 | 4 | 2%
NNC(=O)c1ccc(COc2ccc3c(c2)CCC3)cc1 | 7 | -0.8 | 1.8% | -2 | 16 | 0 | -10 | -4 | -1%

Filtered by structure: the compounds so far containing bromine.
SMILES | D1 agonist | TRHR ag | RXFP1 agonist | D1 PAM | RXFP1 antagonist | D2 PAM | D1 antag | TRHR PAM | Anesthetic bind
O=C(COc1ccc(Br)cc1)Nc1ccc(N2CCOCC2)cc1N1CCOCC1 | 1 | 0.4 | 2.6% | 3 | 3 | 25 | 2 | 1 | /
CN1CCN(C(CNC(=O)c2ccc(Br)o2)c2ccc(F)cc2)CC1 (configuration not stated) | 0 | 0.7 | -0.4% | 2 | -11 | -29 | 19 | 2 | /
C/C(=N/Nc1ncc(Br)cn1)c1ccc(Br)cc1 | 12 | -0.5 | 0.1% | -4 | -13 | 4 | -6 | -12 | -6%

The list goes on:
SMILES | D1 agonist | TRHR ag | RXFP1 agonist | D1 PAM | RXFP1 antagonist | D2 PAM | D1 antag | TRHR PAM | Anesthetic bind
FC(F)(F)c1cnc2c(-c3ccccc3)n[nH]c2c1 | 1 | 0.3 | 4.1% | 2 | -18 | 19 | -14 | -1 | -3%
O=C(Cn1c(=O)n(Cc2ccco2)c(=O)c2oc3ccccc3c21)Nc1ccc(F)c(Cl)c1 | 2 | 0.7 | -2.9% | -1 | -19 | -5 | -1 | 3 | -7%
COc1cccc(CSc2nc3n(n2)C(c2ccc(C(=O)O)cc2)C(C(=O)Nc2ccccc2)=C(C)N3)c1 (configuration not stated) | 3 | 0.2 | 1.4% | -2 | 3 | 4 | -1 | -2 | -4%
COc1cc(NC(=O)C2CC(=O)NC3=C2C(=O)CCC3)cc(OC)c1 (configuration not stated) | 3 | 1.0 | 2.3% | 1 | -9 | -1 | 4 | 15 | -10%
COc1ccc(NC(=O)c2cc3n(n2)C(C(F)(F)F)CC(c2ccc(OC)cc2)N3)cc1 (configuration not stated) | 3 | 0.1 | 1.7% | 10 | 2 | / | -17 | 12 | -12%
Cc1nn(C(C)C(=O)NCCc2cccs2)c(=O)c2nn(-c3ccccc3)c(C)c12 (configuration not stated) | 0 | -1.0 | 4.8% | 2 | 4 | 9 | 14 | 1 | -12%
COc1ccc2c(c1)CCN(C(=O)CCl)C2C1C(=O)CCCC1=O (configuration not stated) | 0 | 0.0 | -0.1% | -4 | -5 | 1 | -24 | -5 | -13%
CCN1CCN(CC(=O)Nc2cc(C(F)(F)F)ccc2OCCOC)CC1 | 1 | -0.2 | 2.9% | 2 | -2 | -8 | -11 | -1 | -13%
CCn1c(NC(=O)c2nn(C)cc2Br)nc2ccccc21 | 0 | -0.6 | 2.1% | -2 | 1 | -4 | 4 | 12 | -1%
O=C(Nc1ccc(Cl)cc1)c1ccc(CN2CCc3ccccc3C2)cc1 | 1 | 0.3 | 9.2% | -5 | 2 | 3 | -15 | -2 | -9%
O=S(=O)(c1ccc(F)c(F)c1)N1CCCc2ccccc21 | 4 | 0.1 | -3.3% | -8 | -5 | 4 | -8 | 1 | -1%
CC1=C(C(=O)OCCOC(C)C)C(c2cc3c(cc2Br)OCO3)C2=C(CCCC2=O)N1 (configuration not stated) | 4 | -1.2 | 2.3% | -2 | 9 | / | 0 | -11 | 7%
Cc1cccc(C(=O)Nc2cccc3c2CCCC3)c1 | 2 | -0.3 | -0.7% | 4 | -20 | 12 | 11 | 1 | -8%
COc1cc(C(=O)NNC(=O)c2ccco2)cc(OC)c1OC | 0 | -0.1 | 1.3% | -5 | -4 | / | -3 | 3 | -3%
